FEN1 inh: inhibitors of human flap endonuclease 1. P39748. Recombinant FEN1 flap cleavage, fluorescence, 15 min. Potency, µM (titrated, usually from 114 µM), without a hit: at the highest dose activity change, negative = inhibition, actives largely listed as inhibitors. 390,000 tested, 0.35% active; further: nearly all actives have a fitted effect of over 65% in size
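Enzyme 10 nM, 15 min RT preincubation with compound; start with substrate 50 nM final; reads at 0 and 15 min; qHTS titration, four-parameter Hill fit.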
GCN5L2 inh: inhibitors of human GCN5L2 histone acetyltransferase | GCN5L2 HAT assay, ThioGlo1 CoA-SH fluorescence | AID 504327 | Potency, µM (top dose mostly 58.9 µM), for the others: at the top dose activity change, negative = inhibition, most hits filed as inhibitors | 390,000 tested, 0.21% active | Q92830
Target sequence (Q92830 whole entry, looked up): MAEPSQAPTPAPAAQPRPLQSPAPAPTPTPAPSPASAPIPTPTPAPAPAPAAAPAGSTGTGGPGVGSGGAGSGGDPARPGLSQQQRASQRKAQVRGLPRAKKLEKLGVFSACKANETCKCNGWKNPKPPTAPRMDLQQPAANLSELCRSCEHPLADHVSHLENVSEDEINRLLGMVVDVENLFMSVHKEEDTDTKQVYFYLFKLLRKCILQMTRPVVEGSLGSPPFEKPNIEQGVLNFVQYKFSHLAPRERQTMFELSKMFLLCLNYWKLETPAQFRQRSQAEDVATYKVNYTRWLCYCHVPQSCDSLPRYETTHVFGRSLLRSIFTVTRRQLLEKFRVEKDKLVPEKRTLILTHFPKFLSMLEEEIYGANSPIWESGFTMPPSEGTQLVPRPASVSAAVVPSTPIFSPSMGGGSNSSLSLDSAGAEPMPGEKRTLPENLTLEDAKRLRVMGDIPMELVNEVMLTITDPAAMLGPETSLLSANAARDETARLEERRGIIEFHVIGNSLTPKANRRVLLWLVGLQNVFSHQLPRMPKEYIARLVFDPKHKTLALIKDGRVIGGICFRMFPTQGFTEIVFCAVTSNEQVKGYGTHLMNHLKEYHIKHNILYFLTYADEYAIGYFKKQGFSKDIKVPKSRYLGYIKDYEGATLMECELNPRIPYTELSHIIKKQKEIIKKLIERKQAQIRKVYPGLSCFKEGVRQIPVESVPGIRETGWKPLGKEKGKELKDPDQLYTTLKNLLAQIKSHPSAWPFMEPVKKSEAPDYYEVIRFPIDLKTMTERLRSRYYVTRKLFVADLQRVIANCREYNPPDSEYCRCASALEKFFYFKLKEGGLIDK
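Preincubate 20nM GCN5L2 with compound 15 min, RT → add 50uM ThioGlo1 + 75uM H3(1-25) + 70uM acetyl-CoA → read fluorescence 0 and 20 min. Primary qHTS; fluorescent artifacts likely.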
N370S GC mod: inhibits or activates N370S mutant glucocerebrosidase; P04062; N370S GC spleen homogenate, 4MU-glucoside fluorescence; Potency, µM (doses to about 59.4 µM), inactives show top-dose activity change, negative = inhibition, usual class: inhibitors; 330,000 tested, 0.092% active;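 further: 0% = full enzyme activity and -100% = no enzyme basal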
Active calls of the source: *; & = joins results of further samples; [ ] = another dose, or the depositor's remark. The call rests on the fitted dose curve; in most records, active means well fitted curve in the direction sought with a large enough effect; inconclusive means small, poorly fitted or top-dose-only effect, or another doubt; inactive means no such curve, though single readings can be large; an effect the other way counts as inactive or inconclusive. Unless noted, on the % scale 0 is the no-effect control and ±100 the full control effect; potency means the concentration at half of the fitted maximal effect.

`Cc1cc(C(=O)OCC(=O)NCCCN2CCCC2=O)c2ccccc2n1` gave FEN1 inh 8%, GCN5L2 inh -12% and N370S GC mod 0%[12.8 µM].
For C1CCC(N=C(NC23CC4CC(CC(C4)C2)C3)N2CCOCC2)CC1 the results were FEN1 inh inconclusive, GCN5L2 inh -9% and N370S GC mod -1%&-6%.
Screening Cc1ccc2[nH]cc(C(=O)CN3CCN(c4ccccc4F)CC3)c2c1 returned FEN1 inh 7%, GCN5L2 inh -5% and N370S GC mod -10%.
COc1ccc(CCNC(=O)C(=O)Nc2ccccc2F)cc1 was read as FEN1 inh -4% and GCN5L2 inh -3%.
`C=Cc1ccc(N=Cc2c(O)ccc3ccccc23)cc1` gave FEN1 inh -17%, GCN5L2 inh -12% and N370S GC mod -4%.
Cc1c(C(=O)Nc2ccc3c(c2)OCO3)oc2ccccc12 was read as FEN1 inh -3%, GCN5L2 inh -5% and N370S GC mod -11%.
For NC(=O)c1ccc(C(F)(F)F)n(Cc2ccc(F)c(F)c2)c1=O the results were FEN1 inh -5%, GCN5L2 inh -6% and N370S GC mod -3%.
Screening COc1cc(CNCCO)cc(Cl)c1OCc1ccc(Cl)cc1Cl returned FEN1 inh -5%, GCN5L2 inh -3% and N370S GC mod 12%.
`Cc1nn(C)c(C)c1S(=O)(=O)NCCc1ccc(Cl)cc1` gave FEN1 inh 5%, GCN5L2 inh -5% and N370S GC mod -1%.
`Cc1ccc(N2C(=O)CC2(C#N)c2ccc(OCc3ccccc3)cc2)cc1` (stereo not drawn) gave FEN1 inh -8% and GCN5L2 inh 0%.
Screening CCC(C)(C)n1nnnc1CN(Cc1cc2cc(OC)ccc2[nH]c1=O)C1CCCC1 returned FEN1 inh 1%, GCN5L2 inh -1% and N370S GC mod 7%.
`COC(=O)C1CN(C(=O)COc2ccccc2C)c2ccccc2O1` (stereo not drawn) gave FEN1 inh 3%, GCN5L2 inh -15% and N370S GC mod -1%.
`CCNC(=S)N(Cc1cccs1)Cc1cc2cc(OCC)ccc2[nH]c1=O` gave FEN1 inh -15%, GCN5L2 inh -2% and N370S GC mod 5%.
For C=C(Cl)COc1ccc2c(C)cc(=O)oc2c1 the results were FEN1 inh -13%, GCN5L2 inh -3% and N370S GC mod 24%.
Screening O=C1CC(C(=O)Nc2ccccc2)C2(CCCC2)O1 (stereo not drawn) returned FEN1 inh -3%, GCN5L2 inh 0% and N370S GC mod -1%.
Screening COC(=O)c1c(C)[nH]c(C(=O)/C=C/c2ccccc2)c1C returned FEN1 inh 4%, GCN5L2 inh -8% and N370S GC mod -5%.
`COc1ccc(N2C(=O)c3ccccc3NC23C(=O)N(C)c2ccccc23)cc1` (stereo not drawn) gave FEN1 inh -6%, GCN5L2 inh -2% and N370S GC mod 0%.
For COc1c(O[C@@H]2O[C@H](CO)[C@@H](O)[C@H](O)[C@H]2O)cc2c(c1OC)-c1ccc(SC)c(=O)cc1C(NC(C)=O)CC2 (stereo partly drawn) the results were FEN1 inh -1%, GCN5L2 inh -16% and N370S GC mod -15%.
`Cn1nnnc1Sc1ncnc2scc(-c3ccccc3Br)c12` gave FEN1 inh 10% and GCN5L2 inh inconclusive.
For CC(CNc1nc2ccccc2c2nc(-c3ccccc3)nn12)c1ccccc1 (stereo not drawn) the results were FEN1 inh 13% and GCN5L2 inh -1%.
COc1ccccc1CCC(=O)OCC(=O)Nc1cc(S(=O)(=O)N2CCOCC2)ccc1C was read as FEN1 inh 5%, GCN5L2 inh -4% and N370S GC mod -14%.
`Cc1cc(C(=O)COC(=O)CNC(=O)c2ccco2)c(C)n1Cc1ccco1` gave FEN1 inh -5%, GCN5L2 inh -16% and N370S GC mod -1%.
Screening CC(C)(CNC(=O)c1ccc(NS(=O)(=O)c2ccc(Br)cc2)cc1)N1CCOCC1 returned FEN1 inh 12%, GCN5L2 inh 3% and N370S GC mod -19%.
COc1ccc(OC)c(S(=O)(=O)N2CCN(c3ccccn3)CC2)c1 was read as FEN1 inh 1%, GCN5L2 inh 36% and N370S GC mod 2%.
`Cc1ccc(CNc2nc3ccccc3n3c(C)nnc23)cc1` gave FEN1 inh 0% and GCN5L2 inh -2%.
Screening CCOC(=O)c1c(C)oc2nc(C)nc(NCc3ccccc3OC)c12 returned FEN1 inh -17% and GCN5L2 inh 26%.
Screening O=C(NCc1ccccc1)C1CCN(S(=O)(=O)N2CCCCCC2)CC1 returned FEN1 inh -12%, GCN5L2 inh -1% and N370S GC mod 0%.
Screening CC(C)Cn1c(=O)c2ccccc2n2c(-c3ccc(Br)cc3)nnc12 returned FEN1 inh 2% and GCN5L2 inh -12%.
Screening COCCNC(=O)COC(=O)c1ccc(S(=O)(=O)N2CCOCC2)cc1 returned FEN1 inh -17%, GCN5L2 inh -2% and N370S GC mod 1%.
`Cc1cc(C)c(NC(=O)NC(=O)c2cccc(F)c2)c(C)n1` gave FEN1 inh -1%, GCN5L2 inh -7% and N370S GC mod -10%.

The closing three compounds of the part before come first, to join the parts:
Screening CC(C)Cn1c(=O)c2ccccc2n2c(-c3ccc(Br)cc3)nnc12 returned FEN1 inh 2% and GCN5L2 inh -12%.
Screening COCCNC(=O)COC(=O)c1ccc(S(=O)(=O)N2CCOCC2)cc1 returned FEN1 inh -17%, GCN5L2 inh -2% and N370S GC mod 1%.
`Cc1cc(C)c(NC(=O)NC(=O)c2cccc(F)c2)c(C)n1` gave FEN1 inh -1%, GCN5L2 inh -7% and N370S GC mod -10%.
For O=c1oc2ccccc2c2c1ncn2C1CCCCC1 the results were FEN1 inh -3%, GCN5L2 inh -5% and N370S GC mod 4%.
For COc1cccc(NS(=O)(=O)NC(=O)c2c[nH]c3ccccc23)c1 the results were FEN1 inh -11%, GCN5L2 inh 3% and N370S GC mod 13%.
For CCS(=O)(=O)N1CCN(S(=O)(=O)c2ccc(Cl)s2)CC1 the results were FEN1 inh 22%, GCN5L2 inh -25% and N370S GC mod 1%.
For O=C(c1ccc2c(c1)OCO2)N1CCC2(CC1)Oc1ccc(Cl)cc1C(=O)C21CC(c2cccnc2)=NO1 (stereo not drawn) the results were FEN1 inh 0%, GCN5L2 inh -25% and N370S GC mod -15%.
Screening CCCOc1ccc(-c2nc3ccccc3c(=O)o2)cc1 returned FEN1 inh -2% and GCN5L2 inh -7%.
Cc1ccc2c(c1)C(c1ccccc1)C(=O)O2 (stereo not drawn) was read as FEN1 inh -2%, GCN5L2 inh -22% and N370S GC mod -2%.
CC1CCN(C(=O)c2cc3c(=O)n(C)c4ccccc4c3s2)CC1 was read as FEN1 inh -26% and GCN5L2 inh -8%.
`COc1cc(C(=O)NNC(=O)C2CSC3(C)CCC(=O)N23)cc(OC)c1OC` (stereo not drawn) gave FEN1 inh -3% and GCN5L2 inh 2%.
COc1ccc(C2c3ccc4ccccc4c3Oc3ncn(CCCO)c(=N)c32)cc1 (stereo not drawn) was read as FEN1 inh -14%, GCN5L2 inh -9% and N370S GC mod 0%.
Cc1ccccc1OCCC(=O)NNC(=O)c1ccccc1F was read as FEN1 inh 1% and GCN5L2 inh 0%.
For CC(C)(C)c1ccccc1NC(=O)N1CCNC(=O)C1CC(=O)Nc1ccc(F)cc1 (stereo not drawn) the results were FEN1 inh 7%, GCN5L2 inh -11% and N370S GC mod -4%.
For COc1ccc(COC(=O)C2CC(=O)N(Cc3ccccc3)C2)cc1 (stereo not drawn) the results were FEN1 inh 20% and GCN5L2 inh -4%.
For Cc1nc(-c2ccc(Cl)cc2)sc1C1(C)CC(c2cccc(Cl)c2)=NO1 (stereo not drawn) the results were FEN1 inh 5%, GCN5L2 inh 1% and N370S GC mod 1%.
Screening CCOC(=O)C1CCN(Cc2ccc(O)c3ncccc23)CC1 returned FEN1 inh inconclusive, GCN5L2 inh 1% and N370S GC mod -13%.
Screening CC(C)N(C(=O)CN1CCC(c2nc3ccccc3[nH]2)CC1)C(C)C returned FEN1 inh 21%, GCN5L2 inh -18% and N370S GC mod -2%.
Screening O=C(NC1CCN(C(=O)c2cccs2)CC1)c1ccccc1 returned FEN1 inh 23%, GCN5L2 inh -5% and N370S GC mod -6%.
`O=C(NCc1ccccn1)c1ccc2c(=O)n(CCc3ccccc3)c(=O)[nH]c2c1` gave FEN1 inh -3%, GCN5L2 inh -4% and N370S GC mod 10%.
For CC(=O)c1c(C)[nH]c(C(=O)N2CCN(S(=O)(=O)c3ccc(F)c(F)c3)CC2)c1C the results were FEN1 inh 5%, GCN5L2 inh -2% and N370S GC mod 0%.
`Cc1ccc(S(=O)(=O)N2CCCCC2)cc1NC(=O)c1ccc2c(=O)n3c(nc2c1)CCCCC3` gave GCN5L2 inh -1% and N370S GC mod -5%.
For O=C(Nc1ccc(CN2CCOCC2)cc1)c1cccs1 the results were FEN1 inh 10%, GCN5L2 inh -4% and N370S GC mod -3%.
`O=C(Nc1ccccc1Cl)c1ccccc1S(=O)(=O)c1ccccc1[N+](=O)[O-]` gave FEN1 inh -8%, GCN5L2 inh 14% and N370S GC mod -3%.
Screening Cc1ccccc1NC(=O)Cn1cnc2c(oc3nc4c(cc32)CCCC4)c1=O returned FEN1 inh -18%, GCN5L2 inh -8% and N370S GC mod 13%.
Screening Cc1nc(-c2ccccc2)sc1C(=O)CSc1ccc(Br)cc1 returned FEN1 inh -9%, GCN5L2 inh -4% and N370S GC mod 6%.
For Cc1ccc(S(=O)(=O)Cc2ccc(C(=O)O)o2)cc1 the results were FEN1 inh inconclusive, GCN5L2 inh -8% and N370S GC mod 0%.
`COc1cc(C(=O)NCCN=C2NS(=O)(=O)c3ccccc32)cc(OC)c1OC` gave FEN1 inh 2%, GCN5L2 inh -4% and N370S GC mod -12%.
CCc1ccc(C(C)NC(=O)/C(C#N)=C\c2cn[nH]c2-c2ccccc2)cc1 (stereo not drawn) was read as FEN1 inh inconclusive and N370S GC mod 1%.
For N#CC1=C(N)Oc2cc3ccccc3cc2C1c1cccs1 (stereo not drawn) the results were FEN1 inh 6%, GCN5L2 inh -14% and N370S GC mod -3%.
Screening Cc1ccc(NS(=O)(=O)c2c(C(=O)N3CCCCCC3)c(C)n(C)c2C)c(C)c1 returned FEN1 inh 1%, GCN5L2 inh -11% and N370S GC mod 3%.
`COc1cccc(NC(=O)c2ccc(S(=O)(=O)N3CCCC3)cc2)c1` gave FEN1 inh -7%, GCN5L2 inh -1% and N370S GC mod 5%.
Screening C=CCOc1ccc(C=Nc2ccc(Cl)cc2)c(O)c1 returned FEN1 inh -7%, GCN5L2 inh -3% and N370S GC mod 3%.

Filtered by structure: the compounds so far with a cyano group.
`Cc1ccc(N2C(=O)CC2(C#N)c2ccc(OCc3ccccc3)cc2)cc1` (stereo not drawn) gave FEN1 inh -8% and GCN5L2 inh 0%.
CCc1ccc(C(C)NC(=O)/C(C#N)=C\c2cn[nH]c2-c2ccccc2)cc1 (stereo not drawn) was read as FEN1 inh inconclusive and N370S GC mod 1%.
For N#CC1=C(N)Oc2cc3ccccc3cc2C1c1cccs1 (stereo not drawn) the results were FEN1 inh 6%, GCN5L2 inh -14% and N370S GC mod -3%.

Next part.
For NS(=O)(=O)c1ccc(CCNC(=O)C2CCN(C(=O)Nc3ccccc3)CC2)cc1 the results were FEN1 inh 0% and GCN5L2 inh -1%.
`FC(F)(F)c1ccccc1-c1nc(NCCN2CCOCC2)c2ccccc2n1` gave GCN5L2 inh -10% and N370S GC mod -29%.
Screening COc1ccccc1NC(=S)N/N=C/c1ccc(O)cc1 returned FEN1 inh -14%, GCN5L2 inh -2% and N370S GC mod -6%.
Cc1[nH]n(-c2ccc([N+](=O)[O-])cc2)c(=O)c1C=NCCN1CCN(C(=O)c2cccc(F)c2)CC1 was read as FEN1 inh -11%, GCN5L2 inh 3% and N370S GC mod 12%.
For O=C(CNC(=O)c1ccco1)OCC(=O)c1ccccc1 the results were FEN1 inh -4%, GCN5L2 inh -6% and N370S GC mod 7%.
Screening Cc1ccccc1OCc1n[nH]c(=S)n1-c1cccc(Cl)c1 returned FEN1 inh 0%, GCN5L2 inh -5% and N370S GC mod 13%.
O=C(NCCc1c[nH]c2ccccc12)c1ccc(S(=O)(=O)NCc2ccco2)cc1 was read as FEN1 inh -15%, GCN5L2 inh 1% and N370S GC mod -25%.
Screening C#CCCC(=O)c1ccccc1/C=[N+](\[O-])c1ccccc1 returned FEN1 inh -23% and GCN5L2 inh 1%.
Screening CCOC(=O)c1ccccc1NC(=O)c1ccc(N(C)S(C)(=O)=O)cc1 returned FEN1 inh -4%, GCN5L2 inh -3% and N370S GC mod 5%.
For O=[N+]([O-])c1ccc2nc(CCCO)[nH]c2c1 the results were FEN1 inh -19%, GCN5L2 inh -6% and N370S GC mod 0%.
